Screens: PubChem BioAssay, NMMLSC
ABCB1 block: inhibitors of human ABCB1 transporter, ABCG2 counter-screen | P08183 | AID 1326 | inhibition, % at 6.6 µM | 190,000 tested, 0.067% active | CCRF-Adr cells, JC-1 efflux, flow cytometry; in the data active = inhibition above about 40%;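 also: 0% = vehicle and 100% = reference inhibitor; higher value means more JC-1 retained so stronger ABCB1 efflux block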
Bcl-W Bim block: human Bim-Bcl-W interaction inhibition; 190,000 tested, 0.02% active; inhibition, % at 10 µM; Q92843; bead-based flow cytometry, Bim peptide-Bcl-W binding;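 also: 0% = bound tracer without compound and 100% = peptide blocker; higher means less fluorescent Bim peptide bound to Bcl-W beads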
Target sequence (Q92843 whole entry, looked up): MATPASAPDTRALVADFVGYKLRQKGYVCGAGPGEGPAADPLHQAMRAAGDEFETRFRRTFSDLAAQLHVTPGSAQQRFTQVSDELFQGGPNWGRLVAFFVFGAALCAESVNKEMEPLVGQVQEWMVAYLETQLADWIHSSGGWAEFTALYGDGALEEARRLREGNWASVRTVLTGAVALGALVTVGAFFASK
RGS4-Gao reg: modulates binding of RGS4 to human Galphao. Multiplexed bead flow cytometry; actives lie on both sides. binding response (% of control), % at 10 µM. 220,000 tested, 0.33% active. AID 1415; in the data active = binding response below about 49% or above about 150%; inactive = in between;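 also: fluorescent Galphao activated with aluminum fluoride binding bead-coupled RGS4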
Target sequence (P09471 whole entry, looked up): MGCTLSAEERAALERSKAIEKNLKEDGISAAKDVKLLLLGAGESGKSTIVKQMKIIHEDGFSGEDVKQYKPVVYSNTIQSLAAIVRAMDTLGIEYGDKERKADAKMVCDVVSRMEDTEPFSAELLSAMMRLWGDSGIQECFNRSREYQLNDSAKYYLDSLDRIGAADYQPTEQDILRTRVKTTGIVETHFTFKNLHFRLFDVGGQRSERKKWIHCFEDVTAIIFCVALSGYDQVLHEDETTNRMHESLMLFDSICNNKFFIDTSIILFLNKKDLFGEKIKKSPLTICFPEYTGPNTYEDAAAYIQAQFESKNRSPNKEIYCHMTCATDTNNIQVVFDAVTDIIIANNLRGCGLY
ABCG2 inh: human ABCG2 inhibition, ABCB1 as counter-screen. Q9UNQ0. IgMXP3 cells, JC-1 efflux, flow cytometry. inhibition, % at 6.6 µM. 190,000 tested, 0.1% active. AID 1325;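 active = inhibition above 80%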;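 also: 0% = DMSO and 100% = nicardipine control wells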
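Test system: ABCG2 IgMXP3 and barcoded ABCB1 CCRF-Adr cell mix; Schedule: cells with compound and JC-1, 10 min at 25 °C, rotating, no wash; Technique: flow cytometry of retained JC-1 fluorescence; Measure: % inhibition of efflux relative to nicardipine and DMSO; Controls: nicardipine high and DMSO low controls.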
Bim-Bcl-XL: inhibitors of Bim-Bcl-XL interaction, human. Q07817. Bim peptide-Bcl-XL binding, bead flow cytometry, fluorescence. inhibition, % at 10 µM. 190,000 tested, 0.04% active. AID 1007
Target sequence (Q07817 whole entry, looked up): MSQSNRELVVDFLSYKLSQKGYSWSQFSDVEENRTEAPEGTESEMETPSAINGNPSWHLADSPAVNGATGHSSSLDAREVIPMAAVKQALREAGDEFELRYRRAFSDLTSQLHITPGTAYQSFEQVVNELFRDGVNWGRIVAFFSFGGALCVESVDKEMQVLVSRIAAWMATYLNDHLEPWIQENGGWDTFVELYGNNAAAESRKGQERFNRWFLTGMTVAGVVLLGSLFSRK
GSH fluor: compound fluoresces at 488/530 nm on GSH beads; GSH beads flow cytometry, compound fluorescence 488/530 nm; active compounds read high; fluorescence (KMESF) at 10 µM; 190,000 tested, 0.25% active; AID 1776; in the data active = fluorescence above about 89;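 also: glutathione beads carrying GST-tagged Bcl family fusion proteins plus one bare bead set; values are compound well signal with DMSO vehicle wells as background; inactives centre near 16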
Avidin fluor: avidin bead compound fluorescence profile. Avidin beads, compound fluorescence 488/530 nm, flow cytometry; active compounds read high. fluorescence (KMESF) at 10 µM. 220,000 tested, 0.38% active. AID 1775; in the data active = fluorescence above about 47; also: inactives centre near 10
Bfl-1 Bim block: inhibitors of Bim-Bfl-1 interaction, human; 190,000 tested, 0.12% active; Q16548; Bead-based flow cytometry, Bim-Bfl-1 binding inhibition; inhibition, % at 10 µM;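 also: 0% = wells without compound plus tracer and 100% = blocker peptide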
Bim-Bcl-B: human Bim-Bcl-B interaction inhibition; bead-based flow cytometry, Bim peptide-Bcl-B binding; inhibition, % at 10 µM; 190,000 tested, 0.073% active;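 also: 0% = tracer peptide without compound and 100% = reference inhibitor peptide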
Target sequence (Q9HD36 whole entry, looked up): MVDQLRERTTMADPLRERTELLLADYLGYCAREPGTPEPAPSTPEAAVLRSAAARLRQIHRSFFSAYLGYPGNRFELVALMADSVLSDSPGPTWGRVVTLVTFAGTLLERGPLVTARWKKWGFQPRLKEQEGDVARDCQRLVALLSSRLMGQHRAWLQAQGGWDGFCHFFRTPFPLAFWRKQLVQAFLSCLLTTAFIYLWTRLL
RGS7-Gao reg: human RGS7-Galphao interaction regulation. binding response (% of control), % at 10 µM. P09471. 220,000 tested, 0.35% active. Multiplexed bead flow cytometry, RGS7-Galphao binding; actives lie on both sides; in the data active = binding response below about 49% or above about 150%; inconclusive = no clear call, values can overlap the other calls; inactive = in between;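 also: fluorescent Galphao held in activated GDP-AlF4 state binding bead-coupled RGS7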
Bcl-2 Bim block: inhibitors of Bim-Bcl-2 interaction, human; P10415; Bead-based flow cytometry, Bim peptide-Bcl-2 binding; inhibition, % at 10 µM; 190,000 tested, 0.06% active; in the data active = inhibition above about 40%; inconclusive = no clear call, values can overlap the other calls;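 also: 0% = no compound wells with probe peptide and 100% = reference peptide inhibitor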
Numbers without * were called inactive. Rule as the data show it, unless noted: active = inhibition above about 40%.

For C/C(=N\NC(=O)Cn1nc(C)c([N+](=O)[O-])c1C)c1ccc(O)cc1 the results were ABCB1 block 0.4, Bcl-W Bim block 1, RGS4-Gao reg 126, ABCG2 inh 1, Bim-Bcl-XL -1, GSH fluor 8, Avidin fluor 5, Bfl-1 Bim block 0, Bim-Bcl-B 1, RGS7-Gao reg 120 and Bcl-2 Bim block 0.
Screening O=C(NCc1cccs1)c1nc2c(nnn2Cc2ccc(F)cc2)c(=O)[nH]1 returned ABCB1 block -0.3, Bcl-W Bim block -1, RGS4-Gao reg 105, ABCG2 inh 9, Bim-Bcl-XL -6, GSH fluor 24, Avidin fluor 29, Bfl-1 Bim block -17, Bim-Bcl-B -6, RGS7-Gao reg 100 and Bcl-2 Bim block -10.
Screening Cn1nc(C(C)(C)C)c([N+](=O)[O-])c1C(=O)NC(C)(C)C returned ABCB1 block 0.3, Bcl-W Bim block -4, RGS4-Gao reg 95, ABCG2 inh 7, Bim-Bcl-XL -6, GSH fluor 13, Avidin fluor 1, Bfl-1 Bim block -1, Bim-Bcl-B -7, RGS7-Gao reg 97 and Bcl-2 Bim block -2.
Screening CCOC(=O)C1CCN(C(=O)C2CC(=O)N(c3ccc(C)cc3)C2)CC1 (stereo not given) returned ABCB1 block 0.5, Bcl-W Bim block 0, RGS4-Gao reg 98, ABCG2 inh 1, Bim-Bcl-XL 0, GSH fluor 17, Avidin fluor 10, Bfl-1 Bim block -2, Bim-Bcl-B -4, RGS7-Gao reg 97 and Bcl-2 Bim block 0.
Cc1c(C(N)=O)sc2nc(-c3ccccc3)cn12 was read as ABCB1 block 0.3, Bcl-W Bim block -2, RGS4-Gao reg 108, ABCG2 inh 41, Bim-Bcl-XL -2, GSH fluor 12, Avidin fluor 7, Bfl-1 Bim block -7, Bim-Bcl-B -8, RGS7-Gao reg 106 and Bcl-2 Bim block -7.
Screening CCCCOc1ccc(CSC2=NCCN2)cc1[N+](=O)[O-] returned ABCB1 block 0.7, Bcl-W Bim block -2, RGS4-Gao reg 99, ABCG2 inh 8, Bim-Bcl-XL -2, GSH fluor 14, Avidin fluor 12, Bfl-1 Bim block -13, Bim-Bcl-B -9, RGS7-Gao reg 102 and Bcl-2 Bim block -6.
`CCN(Cc1cnn(C)c1)Cc1nc(C2(c3ccc(C)cc3)CCCC2)no1` gave ABCB1 block 0.1, Bcl-W Bim block -5, RGS4-Gao reg 93, ABCG2 inh 1, Bim-Bcl-XL -5, GSH fluor 15, Avidin fluor 1, Bfl-1 Bim block -8, Bim-Bcl-B -9, RGS7-Gao reg 99 and Bcl-2 Bim block -2.
Screening COc1ccc(/C=N/NC(=S)Nc2cc(S(=O)(=O)N3CCOCC3)ccc2N2CCOCC2)cc1O returned ABCB1 block -0.2, Bcl-W Bim block -10, RGS4-Gao reg 103, ABCG2 inh -2, Bim-Bcl-XL -19, GSH fluor 14, Avidin fluor 5, Bfl-1 Bim block -3, Bim-Bcl-B -35, RGS7-Gao reg 102 and Bcl-2 Bim block -8.
`Cc1noc(C)c1COc1cccc(C(=O)OCC(=O)N2CC(=O)Nc3ccccc32)c1` gave ABCB1 block 0.3, Bcl-W Bim block 2, RGS4-Gao reg 101, ABCG2 inh 2, Bim-Bcl-XL -1, GSH fluor 5, Avidin fluor 8, Bfl-1 Bim block -11, Bim-Bcl-B -6, RGS7-Gao reg 103 and Bcl-2 Bim block -5.
For COc1ccc(-c2nnc(SCCOc3cccc(C)c3)n2N)cc1 the results were ABCB1 block 0.7, Bcl-W Bim block -1, RGS4-Gao reg 102, ABCG2 inh 3, Bim-Bcl-XL 1, GSH fluor 60, Avidin fluor 7, Bfl-1 Bim block -10, Bim-Bcl-B -9, RGS7-Gao reg 100 and Bcl-2 Bim block -9.
Screening CC(C)C(=O)Nc1cc(S(=O)(=O)Nc2ccc(Cl)cc2)ccc1Cl returned ABCB1 block 0.5, Bcl-W Bim block 0, RGS4-Gao reg 107, ABCG2 inh 3, Bim-Bcl-XL -2, GSH fluor 12, Avidin fluor 15, Bfl-1 Bim block -6, Bim-Bcl-B -5, RGS7-Gao reg 108 and Bcl-2 Bim block -8.
Screening CC1=C(C#N)C(c2ccccc2O)C(C#N)=C(C)N1 returned ABCB1 block -0.3, Bcl-W Bim block 0, RGS4-Gao reg 102, ABCG2 inh 2, Bim-Bcl-XL -1, GSH fluor 10, Avidin fluor 11, Bfl-1 Bim block -3, Bim-Bcl-B -1, RGS7-Gao reg 101 and Bcl-2 Bim block 0.
Screening CCCCCSc1nnc(-c2ccccc2N)c(=O)[nH]1 returned ABCB1 block 0.2, Bcl-W Bim block -4, RGS4-Gao reg 99, ABCG2 inh 5, Bim-Bcl-XL -7, GSH fluor 11, Avidin fluor 4, Bfl-1 Bim block -3, Bim-Bcl-B -4, RGS7-Gao reg 101 and Bcl-2 Bim block -3.
O=C(Nc1ccc(N2CCOCC2)cc1)c1cc2c(s1)CCCCC2 was read as ABCB1 block 0.2, Bcl-W Bim block 0, RGS4-Gao reg 98, ABCG2 inh 3, Bim-Bcl-XL 0, GSH fluor 23, Avidin fluor 11, Bfl-1 Bim block -5, Bim-Bcl-B 0, RGS7-Gao reg 97 and Bcl-2 Bim block -2.
For Cc1cc(C(F)F)n2nc(C(=O)Nc3ccc(S(=O)(=O)NC45CC6CC(CC(C6)C4)C5)cc3)nc2n1 the results were ABCB1 block -0.3, Bcl-W Bim block 0, RGS4-Gao reg 102, ABCG2 inh -1, Bim-Bcl-XL -3, GSH fluor 13, Avidin fluor 16, Bfl-1 Bim block -11, Bim-Bcl-B -8, RGS7-Gao reg 107 and Bcl-2 Bim block -7.
Cc1ccc(NC(=O)c2cc(S(=O)(=O)NCCC3=CCCCC3)ccc2F)cc1 was read as ABCB1 block 0.2, Bcl-W Bim block -3, RGS4-Gao reg 102, ABCG2 inh 5, Bim-Bcl-XL -5, GSH fluor 13, Avidin fluor 11, Bfl-1 Bim block -7, Bim-Bcl-B -7, RGS7-Gao reg 104 and Bcl-2 Bim block -5.
For Cc1cccc(-c2nnc(SCC(=O)Nc3nc4c(s3)CCCC4)n2C)c1 the results were ABCB1 block 1.8, Bcl-W Bim block -6, RGS4-Gao reg 97, ABCG2 inh 4, Bim-Bcl-XL -5, GSH fluor 11, Avidin fluor 22, Bfl-1 Bim block 0, Bim-Bcl-B -10, RGS7-Gao reg 98 and Bcl-2 Bim block -4.
`COC(=O)N/N=C/c1cc(Br)ccc1O` gave ABCB1 block 0.9, Bcl-W Bim block 0, RGS4-Gao reg 100, ABCG2 inh 20, Bim-Bcl-XL -2, GSH fluor 13, Avidin fluor 9, Bfl-1 Bim block -4, Bim-Bcl-B -2, RGS7-Gao reg 101 and Bcl-2 Bim block -7.
CCOC(=O)N1CCN(S(=O)(=O)c2cc(Br)cnc2N)CC1 was read as ABCB1 block 0.5, Bcl-W Bim block 0, RGS4-Gao reg 102, ABCG2 inh 5, Bim-Bcl-XL -6, GSH fluor 21, Avidin fluor 31, Bfl-1 Bim block -24, Bim-Bcl-B -9, RGS7-Gao reg 99 and Bcl-2 Bim block -12.
COc1ccc(-c2[nH]ncc2/C=C(/C#N)C(=O)NC2CCCCC2)cc1 was read as ABCB1 block 13, Bcl-W Bim block 10, RGS4-Gao reg 105, ABCG2 inh 24, Bim-Bcl-XL 10, GSH fluor 36, Avidin fluor 5, Bfl-1 Bim block 6, Bim-Bcl-B 7, RGS7-Gao reg 106 and Bcl-2 Bim block 9.
Screening CC12CC(NC(=O)N1c1cccc(C(=O)Nc3ncn[nH]3)c1)c1ccccc1O2 (stereo not given) returned ABCB1 block 0.4, Bcl-W Bim block -1, RGS4-Gao reg 100, ABCG2 inh 1, Bim-Bcl-XL 0, GSH fluor 13, Avidin fluor 36, Bfl-1 Bim block -1, Bim-Bcl-B 0, RGS7-Gao reg 101 and Bcl-2 Bim block -1.
C=CCNC(=S)NNC(=O)c1cccn(Cc2ccc(Cl)c(Cl)c2)c1=O was read as ABCB1 block 0.1, Bcl-W Bim block 0, RGS4-Gao reg 99, ABCG2 inh 0, Bim-Bcl-XL -7, GSH fluor 14, Avidin fluor 15, Bfl-1 Bim block 18, Bim-Bcl-B -49, RGS7-Gao reg 109 and Bcl-2 Bim block -1.
Screening CCn1c(=N)n(CC(=O)C23CC4CC(CC(C4)C2)C3)c2ccccc21 returned ABCB1 block 1.5, Bcl-W Bim block -2, RGS4-Gao reg 111, ABCG2 inh 1, Bim-Bcl-XL -9, GSH fluor 63, Avidin fluor 8, Bfl-1 Bim block -2, Bim-Bcl-B -1, RGS7-Gao reg 127 and Bcl-2 Bim block -5.
For Cc1ccc(CCNC(=O)C2CCCN(c3nc4ccccc4o3)C2)cc1 (stereo not given) the results were ABCB1 block -0.2, Bcl-W Bim block -1, RGS4-Gao reg 110, ABCG2 inh 0, Bim-Bcl-XL -3, GSH fluor 25, Avidin fluor 20, Bfl-1 Bim block -7, Bim-Bcl-B -3, RGS7-Gao reg 108 and Bcl-2 Bim block -5.
For CN1CCN(C(=O)c2cc(C(C)(C)C)cc(C(C)(C)C)c2)CC1 the results were ABCB1 block 0.6, Bcl-W Bim block -1, RGS4-Gao reg 98, ABCG2 inh 1, Bim-Bcl-XL -3, GSH fluor 11, Avidin fluor 11, Bfl-1 Bim block -5, Bim-Bcl-B -1, RGS7-Gao reg 98 and Bcl-2 Bim block -2.
For CC(NS(=O)(=O)c1ccc(Cl)cc1)C(=O)NCc1ccco1 (stereo not given) the results were ABCB1 block 0.5, Bcl-W Bim block -3, RGS4-Gao reg 102, ABCG2 inh -3, Bim-Bcl-XL -4, GSH fluor 33, Avidin fluor 7, Bfl-1 Bim block -4, Bim-Bcl-B 0, RGS7-Gao reg 98 and Bcl-2 Bim block -1.
O=C(COC(=O)CCCOc1ccc(Cl)cc1Cl)Nc1cccc(Cl)c1 was read as ABCB1 block 8.4, Bcl-W Bim block -5, RGS4-Gao reg 100, ABCG2 inh 22, Bim-Bcl-XL -8, GSH fluor 9, Avidin fluor 6, Bfl-1 Bim block -4, Bim-Bcl-B -5, RGS7-Gao reg 96 and Bcl-2 Bim block -7.
Screening NNC(=O)c1sccc1OCc1ccc(Cl)cc1 returned ABCB1 block 2.5, Bcl-W Bim block -2, RGS4-Gao reg 102, ABCG2 inh 16, Bim-Bcl-XL -3, GSH fluor 12, Avidin fluor 13, Bfl-1 Bim block -3, Bim-Bcl-B 0, RGS7-Gao reg inconclusive and Bcl-2 Bim block 0.
`Cc1ccc(C(=O)NNC(=S)NC(=O)c2ccc(Cl)cc2)cc1` gave ABCB1 block -0.2, Bcl-W Bim block -2, RGS4-Gao reg 99, ABCG2 inh -1, Bim-Bcl-XL -4, GSH fluor 14, Avidin fluor 36, Bfl-1 Bim block 0, Bim-Bcl-B -3, RGS7-Gao reg 105 and Bcl-2 Bim block -2.
Screening O=S(=O)(Nc1ccc2oc(-c3ccccc3)nc2c1)c1ccccc1 returned ABCB1 block -0.1, Bcl-W Bim block 1, RGS4-Gao reg 100, ABCG2 inh 3, Bim-Bcl-XL 3, GSH fluor 39, Avidin fluor 10, Bfl-1 Bim block 0, Bim-Bcl-B -1, RGS7-Gao reg 100 and Bcl-2 Bim block -3.
